Compound activity deposited in PubChem BioAssay by several laboratories.
PolyA inh: yeast polyadenylation inhibition; S. cerevisiae SKY197-pL101 polyadenylation reporter, beta-gal luminescence; efflux-impaired pdr1/pdr3 knockout yeast; score 100 = 6 SD above DMSO; calls only at 12 µM; 300,000 tested, 0.02% active; AID 1875;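 active means lowest replicate activity score at least 50, where 100 means six control SD above control mean; inconclusive means lowest score under 50 but half or more replicates reach 50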;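 further: yeast exposed to compound for 9 h at 30 °C; higher score means more reporter readthrough which indicates perturbed polyadenylation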
HSF1 inhib: HSF1 inhibition | AID 2098 | 300,000 tested, 0.77% active | activity change, negative = inhibition, % at 7.5 µM (by protocol) | NIH3T3-HGL HSE-luciferase, MG132-induced, luminescence 8 h; active compounds read low;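 active means more than half of replicate wells show activity change below -50%, luminescence cut by over half; inconclusive means some wells, but at most half, below -50%; inactive means no replicate well below -50%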;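 further: luciferase reports HSF-1 transcriptional activity via heat shock element; 0% = median of DMSO wells and -100% = zero luminescence signal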
AI-2 QS mod: Vibrio harveyi AI-2 quorum sensing modulation; Vibrio harveyi JMH597 AI-2 luminescence/OD600 ratio, 9 h; active compounds read low; strain lacks LuxN and CqsS sensors; 0 = neutral-control median; 300,000 tested, 0.4% active; AID 2094; activity change, % at 7.5 µM; in the data active means activity change below about -75%, passing the limit was not always enough; inconclusive means no clear call, values can overlap the other calls;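 further: luminescence divided by OD600 gain over 9 h not by final OD600 alone; inactives centre near 13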
KLF5 inhibitor: kruppel-like factor 5 inhibition; inhibition, % at 5 µM; DLD-1 KLF5 promoter-luciferase reporter, luminescence; 290,000 tested, 0.23% active;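 active means inhibition above a per-plate limit of that plate's mean compound inhibition plus 3 SD, cut at about 60% in these data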;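 further: 0% = DMSO wells and 100% = LY294002 at 200 µM; higher means less KLF5 promoter-driven luciferase light; inactives centre near -14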
IEC-6 cytotox: counter-screen for KLF5 inhibitors: cytotoxicity in IEC-6 cells. IEC-6 cytotoxicity, luminescence viability. inhibition, % at 5 µM. 290,000 tested, 0.78% active; in the data active means inhibition above about 22%;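 further: 0% = plate median of test compound wells and 100% = cytotoxic reference compound wells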
aSyn UTR inh: MLPCN primary screen, SNCA 5' untranslated region; alpha-synuclein 5'UTR reporter, inhibitor activity; inhibition, % (tested at 7.5 µM); 300,000 tested, 0.82% active; AID 1813; in the data active means inhibition above about 60%; inconclusive means no clear call, values can overlap the other calls;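 further: H4 neuroglioblastoma cells stably carrying SNCA 5'UTR luciferase fusion; 0% = DMSO wells and 100% = positive control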
GSK3 alpha inh: human GSK-3 alpha kinase inhibition. P49840. ADP-Glo luminescence, 60 min. inhibition, % at 10 µM. 320,000 tested, 0.1% active;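 in the data active means inhibition above about 50%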;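 further: GST-tagged GSK-3 alpha with peptide substrate and 25 µM ATP; 0% = DMSO neutral wells and 100% = GW8510 positive control wells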
Target sequence (P49840 whole entry, looked up): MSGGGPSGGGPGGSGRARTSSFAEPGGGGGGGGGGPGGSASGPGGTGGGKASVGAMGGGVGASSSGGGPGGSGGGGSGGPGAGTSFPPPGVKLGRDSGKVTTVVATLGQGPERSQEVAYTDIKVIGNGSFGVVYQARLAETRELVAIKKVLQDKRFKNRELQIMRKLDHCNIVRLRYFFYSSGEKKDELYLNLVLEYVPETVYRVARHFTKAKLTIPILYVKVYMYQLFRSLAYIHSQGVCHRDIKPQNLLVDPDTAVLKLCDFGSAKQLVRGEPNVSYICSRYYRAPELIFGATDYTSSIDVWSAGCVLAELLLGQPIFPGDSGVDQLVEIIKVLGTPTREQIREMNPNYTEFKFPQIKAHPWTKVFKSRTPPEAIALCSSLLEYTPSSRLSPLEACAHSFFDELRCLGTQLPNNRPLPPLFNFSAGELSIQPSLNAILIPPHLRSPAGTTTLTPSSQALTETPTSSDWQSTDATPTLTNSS
HSP90 refold inh: inhibitors of HSP90 luciferase refolding in rabbit reticulocyte lysate | inhibition, % at 5.6 µM | AID 1789 | 290,000 tested, 0.91% active | luciferase refolding luminescence, 3 h;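 active means inhibition above the screen-wide mean plus 3 SD, computed separately per campaign, cut at about 16% in these data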;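 further: 0% = DMSO wells and 100% = 60 µM geldanamycin wells; inhibitors lower the luminescence because luciferase stays unfolded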
HSF1 activator: increases HSF-1 driven luciferase reporter signal; AID 504408; 300,000 tested, 1.7% active; activation, % at 9 µM; NIH3T3-HGL HSF-1 luciferase reporter, MG132, 8 h; 100% = twice DMSO control signal;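 active means mean replicate activation of at least 50% with a set share of replicates each reaching 50%; inconclusive means only one of those two conditions met; inactive means mean below 50% and too few replicates reaching it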;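 further: 0% = median of the neutral control wells and 100% = twice that signal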
GSK3B inh: human GSK3beta kinase inhibition; P49841; GST-GSK3beta kinase, ADP-Glo luminescence, 60 min; active compounds read low; activity score (negative = inhibition), % at 10 µM; 300,000 tested, 0.038% active; AID 2097;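 active means more than half of replicate wells score below -50%, meaning over 50% inhibition versus plate controls; inconclusive means some replicates but at most half score below -50%; inactive means no replicate scores below -50%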;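 further: 0% = median DMSO wells and -100% = median GW8510 positive control wells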
Target sequence (P49841 whole entry, looked up): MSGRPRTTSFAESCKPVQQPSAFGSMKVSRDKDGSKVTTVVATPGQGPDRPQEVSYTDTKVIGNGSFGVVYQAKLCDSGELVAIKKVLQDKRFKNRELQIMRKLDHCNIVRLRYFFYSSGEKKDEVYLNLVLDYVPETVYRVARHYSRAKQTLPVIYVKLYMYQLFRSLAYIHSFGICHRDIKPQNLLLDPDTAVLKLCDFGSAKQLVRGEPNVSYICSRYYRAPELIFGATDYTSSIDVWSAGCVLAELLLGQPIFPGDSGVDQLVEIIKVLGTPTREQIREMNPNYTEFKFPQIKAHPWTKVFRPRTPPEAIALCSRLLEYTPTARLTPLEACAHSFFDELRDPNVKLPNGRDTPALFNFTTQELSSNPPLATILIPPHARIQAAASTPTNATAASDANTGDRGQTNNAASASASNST
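test system = GST-tagged human GSK3beta kinase, cell-free | reagent = 25 µM ATP with peptide substrate | dosing = one dose of 10 µM per compound | schedule = 60 min reaction, RT | detection = luminescent ADP-Glo measurement of ADP formed | control set = DMSO neutral wells and GW8510 at 20 µM as positive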
* hit, by the source's call; i = inactive; ? = inconclusive; / = not tested or not shown. Only part of the results is shown; the hit share may differ from the screen's.

Compound,PolyA inh,HSF1 inhib,AI-2 QS mod,KLF5 inhibitor,IEC-6 cytotox,aSyn UTR inh,GSK3 alpha inh,HSP90 refold inh,HSF1 activator,GSK3B inh
Cc1cc(Nc2ccccc2)n(-c2ccc(Br)cc2)n1,i,6,-14,-25,-4,1,-1,-1,-2,1
Cc1ccc(S(=O)(=O)N2CCN(CC(=O)N/N=C/c3ccccc3OCC(=O)O)CC2)cc1,i,?,23,-15,-5,0,-2,-1,-25,-1
CC(=O)Nc1cc2c(cc1NC(=O)Cn1nc(-c3ccccc3)ccc1=O)OCCO2,i,-5,-1,0,1,-1,8,2,4,0
Cc1ccc(C)c(OCC(O)CNC2CCCC2)c1 (centres undefined),i,-8,13,-22,-4,-18,-2,1,10,-4
COC(=O)Oc1c(Br)c(=O)oc2ccccc12,/,2,34,4,4,2,0,5,-1,-5
CCC(=O)N1CCN(c2ccccc2NC(=O)c2ccc(-c3cccc([N+](=O)[O-])c3)o2)CC1,/,11,19,-9,-3,-33,11,1,6,2
C=CC[C@H]1CC(C)=C[C@H](CC=C)N1,i,4,-8,-11,-7,26,1,2,2,2
COc1ccc(C(=O)COC(=O)C(C)N2C(=O)C3C4CCC(C4)C3C2=O)cc1 (centres undefined),i,-8,-10,-14,1,-6,2,0,4,-8
COc1ccc(-c2noc(CN3CCCCC3)n2)cc1OC,i,6,21,2,3,14,1,0,-3,0
C[C@H](NC(=O)c1nc[nH]c1C(=O)NCc1ccccc1)C(=O)OC(C)(C)C,i,0,-10,6,-1,19,2,-1,0,-5
CCOC(=O)C1CCN(C(=O)c2cccnc2)CC1,i,-6,-4,8,-4,-12,0,3,-7,-1
O=C(NCc1ccccc1Cl)c1ccc(Cn2cc(C(F)(F)F)ccc2=O)cc1,i,-6,-3,-28,-4,5,-1,0,-2,3
Cc1ccc(OCC(O)CN2CCN(c3ccccn3)CC2)c(C)c1 (centres undefined),i,0,0,-5,0,19,-5,4,2,1
COC(=O)c1cccc(S(=O)(=O)N2CCCC2)c1,i,-13,14,-12,0,-10,-1,-2,-17,-2
O=C(COC(=O)c1ccc(O)cc1)Nc1ccccc1,i,3,-25,-39,2,-7,1,-3,6,3
Cc1ccc(-n2nc3c(c2NC(=O)c2ccc4c(c2)OCO4)CS(=O)C3)cc1 (centres undefined),i,-1,-2,-20,8,11,-1,0,-8,6
Cc1nc([N+](=O)[O-])cn1CC(=O)c1ccc(F)cc1,i,-13,24,-4,0,8,-1,4,-23,1
Cc1cccc2nc(CSc3nnnn3-c3ccccc3)cn12,i,-3,21,-48,0,11,0,-4,5,1
COc1cc(/C=N/NC(=O)c2ccc3c(c2)OCCO3)c(Br)c(Br)c1O,i,-12,7,-41,5,-9,8,0,-22,1
CCN(CC)c1ccc(NC(=O)CCCCCN2C(=O)c3ccccc3C2=O)cc1,i,5,12,1,0,-4,0,4,1,3
Cc1cc(SCC(=O)N(C)C2CCS(=O)(=O)C2)nc2c(C)cccc12 (centres undefined),i,-12,0,-30,4,3,-1,5,6,1
CCc1ccccc1NC(=O)Cn1c(=O)n(-c2ccc(CC(=O)NCC3CCCO3)cc2)c(=O)c2ccccc21 (centres undefined),i,2,4,-1,-5,-17,0,2,1,1
COc1ccc(CCNC(=O)CSCc2c(F)cccc2Cl)cc1OC,i,3,6,-27,1,4,4,3,-3,2
COC(=O)C1=C(C(=O)OC)C2(OC1c1ccc(Br)cc1)C(=O)c1ccccc1C2=O (centres undefined),i,1,5,-11,-3,10,0,1,0,3
CCSc1nc2sc3c(c2c(=O)n1-c1ccccc1)CCN(C)C3,i,12,15,-48,-6,-5,2,-3,40,0
Cc1ccc(Cn2c(/C=C/c3ccco3)nc3ccccc32)cc1,i,-2,23,-17,-4,1,1,3,12,1
O=C(/C=C/c1ccc(OCc2cccc(Cl)c2)cc1)N1CCOCC1,i,-1,16,-12,-1,9,-1,2,-2,1
COc1ccc2[nH]c(=O)c(CN(c3ccccc3OC)S(=O)(=O)c3ccccc3)cc2c1,i,-9,1,0,8,-69,-2,4,-23,2
O=C(NCCc1ccccc1)c1cc(S(=O)(=O)N2CCOCC2)ccc1F,i,1,39,-39,3,-6,0,1,16,-2
O=C(CN1C(=O)c2ccccc2C1=O)N1CCN(c2nnc(-c3ccccc3)c3ccccc23)CC1,i,2,21,4,-4,25,1,2,2,0
Cc1ccc(N=Cc2c(O)n(C)c(=O)n(C)c2=O)nc1,i,4,37,-22,-2,8,-2,-1,26,-3
O=C(NCCNC(=O)c1ccccn1)c1cccc(F)c1,i,-17,18,-12,-3,9,1,2,-34,0
CC(=O)NCC(=O)OCc1ccc([N+](=O)[O-])cc1,i,10,12,-19,-1,-21,-2,2,0,0
O=C1OCCC1N1C(=O)c2ccccc2S1(=O)=O (centres undefined),i,-9,15,9,-6,-13,-2,-2,-6,2
CN(Cc1ccccc1)c1ccc(C(CC(N)=O)NC(=O)c2ccccc2)cc1[N+](=O)[O-] (centres undefined),i,2,22,-3,9,25,1,-1,22,1
O=C(CCl)Nc1cccc(S(=O)(=O)N2CCCCCC2)c1,i,9,-13,-15,12,-92,-2,0,17,-1
COc1cccc(-c2nnc3sc(-c4ccco4)nn23)c1,i,2,2,-21,2,-95,1,5,19,-2
CCC1=C(OC(=O)N(CC)CC)N2C(=O)OC(=NCC(=O)OC)[C@]2(Cc2ccccc2)[C@H]2C1=CC[C@H]1C(=O)N(c3ccccc3)C(=O)[C@H]12,i,4,4,/,/,25,-2,/,0,1
Cn1nnnc1SCC(=O)Nc1ccccc1-c1ccccc1,i,6,18,-5,2,-43,2,3,0,2
CCn1c(=O)c2ccccc2n2c(SCC(=O)NCc3cccs3)nnc12,i,-11,29,2,0,-4,-7,5,-4,0
O=C(Nc1ccc(/C=C/c2nc3ccccc3o2)cc1)c1c(F)cccc1F,i,17,9,-144,-4,-171,-1,-4,35,1
CCc1cccc(NC(=O)CCNS(=O)(=O)c2ccc3[nH]c(=O)oc3c2)c1,i,0,21,-18,-2,-10,-2,-5,0,1
Cc1cc(SCC(=O)OCC(=O)c2c(N)n(C)c(=O)n(C)c2=O)c(C)cc1Br,i,-1,20,-15,2,14,-1,-1,2,-1
O=C(COc1ccc(S(=O)(=O)N2CCOCC2)cc1Cl)NCc1ccco1,i,0,17,-20,0,-11,0,-6,4,1
O=C1NC(=O)c2cc(NC(=O)C3COc4ccccc4O3)ccc21 (centres undefined),i,-2,8,-15,-2,4,5,2,8,-2
Cc1cc(C)n(CC(O)CN2C(=O)NC(C)(C)C2=O)n1 (centres undefined),i,1,27,-21,-5,18,-3,-1,-1,-3
CCCCC1C(C#N)=C(C)NC2=C1C(=O)CC(C)(C)C2 (centres undefined),i,4,22,15,4,-1,2,2,16,7
CCCCN1C[C@H](C)[C@@H](CC(=O)NCc2ccccc2)C1=O,i,1,4,-7,0,-44,-1,-6,-13,0
CN(C(=S)Nc1ccc(F)cc1)C(c1ccccc1)c1ccccc1,i,-2,-5,10,4,3,-1,4,1,-1
Cc1ccc(S(=O)(=O)NNC(=O)CCCCC(=O)NNS(=O)(=O)c2ccc(C)cc2)cc1,i,-6,14,-16,-2,3,-2,1,-6,4
Cn1ccsc1=NC(=O)c1ccccc1F,i,3,14,-4,0,8,-2,-1,8,1
CCCNC(=S)N1CCN(c2nc(-c3ccc(C)cc3)cs2)CC1,i,1,11,-8,2,-3,-1,1,1,-1
O=C(c1cccc([N+](=O)[O-])c1)N1CCCC(C(=O)N2CCCCCC2)C1 (centres undefined),i,9,14,14,1,8,-7,5,45,0
CCOC(=O)CC(=O)CSc1ncnc2c1oc1ccccc12,i,8,-6,-17,3,-17,-1,1,10,3
CCc1cc(C(=O)N2CCCC(C(=O)c3ccc(Oc4ccccc4)cc3)C2)n(C)n1 (centres undefined),i,-2,13,-24,-1,-7,-5,1,-1,2
CCn1nnnc1SCC(=O)Nc1ccc2c(c1)OCO2,i,-18,4,-19,2,-22,2,0,-36,-1

Next structures follow.
Compound,PolyA inh,HSF1 inhib,AI-2 QS mod,KLF5 inhibitor,IEC-6 cytotox,aSyn UTR inh,GSK3 alpha inh,HSP90 refold inh,HSF1 activator,GSK3B inh
Cc1cccc(C(=O)N(Cc2cccs2)C2CCS(=O)(=O)C2)c1 (centres undefined),i,-12,17,-20,-1,9,/,0,-16,0
O=c1cc(O)c2sc3nc(C(F)(F)F)c4c(c3c2[nH]1)CCCCC4,i,-1,26,2,4,3,13,-1,9,-1
CC(Sc1nnnn1C)C(=O)Nc1ccc2c(c1)OCCO2 (centres undefined),i,6,3,2,11,-54,-1,-3,11,1
O=C(NCCN1CCc2ccccc2C1)C1CCN(S(=O)(=O)N2CCCCC2)CC1,i,-2,-1,-33,2,9,2,-1,-8,-1
